Casp6 inh = caspase-6 (human) enzyme inhibition. 350,000 compounds, 0.53% hits. purified caspase-6, Z-VEID-R110 cleavage fluorescence. P55212. inhibition, % at 12.5 µM;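 active = mean inhibition across replicates at least about 35%, with every replicate also reaching that limit, limit read from the data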;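 also: 0% = median of neutral control wells and 100% = no fluorescence left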
Target sequence (P55212 24-179 limits assumed): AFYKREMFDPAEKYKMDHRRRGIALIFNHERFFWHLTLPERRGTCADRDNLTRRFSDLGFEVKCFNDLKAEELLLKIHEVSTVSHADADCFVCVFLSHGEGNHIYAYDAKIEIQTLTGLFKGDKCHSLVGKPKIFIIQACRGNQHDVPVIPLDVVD
Target sequence (P55212 194-293 limits assumed): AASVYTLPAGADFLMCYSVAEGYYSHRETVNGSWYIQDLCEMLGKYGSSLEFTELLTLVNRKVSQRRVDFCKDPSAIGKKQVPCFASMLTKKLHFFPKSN
SIRT5 inh = sirtuin-5 (human) deacylase inhibition; Q9NXA8; Purified SirT5, succinyl-peptide AMC, trypsin-coupled fluorescence; inhibition, % at 15 µM; 330,000 compounds, 1.1% hits; in the data active = inhibition above about 15%
Target sequence (Q9NXA8 whole entry, looked up): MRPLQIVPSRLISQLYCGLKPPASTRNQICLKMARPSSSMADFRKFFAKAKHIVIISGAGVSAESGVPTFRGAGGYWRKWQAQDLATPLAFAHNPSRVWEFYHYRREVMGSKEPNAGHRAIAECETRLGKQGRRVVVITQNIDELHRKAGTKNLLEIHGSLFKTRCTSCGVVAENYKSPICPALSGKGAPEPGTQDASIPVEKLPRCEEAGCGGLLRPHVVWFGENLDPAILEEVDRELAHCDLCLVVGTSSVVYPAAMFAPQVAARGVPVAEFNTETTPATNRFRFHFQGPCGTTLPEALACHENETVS
esBAF inh = SWI/SNF esBAF complex inhibition; mouse ES cells, Bmi1-luciferase knock-in reporter, 24 h; 100% = twice the neutral-well signal; 350,000 compounds, 2% hits; AID 602393; reporter increase, % at 12.5 µM; in the data active = activation above about 40%;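 also: 0% = median of the plate's neutral control wells and 100% = double that signal; a rise in the Bmi1 reporter signal indicates esBAF inhibition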
C2C12 statin = protects C2C12 myotubes from simvastatin toxicity. rescue of ATP level, % at 7.49 µM. 330,000 compounds, 0.78% hits. ATP luminescence, 48 h; scaled: DMSO 0, geranylgeraniol control 100;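 active = mean ATP rescue above about 67%, or every replicate alone reaching that limit, limit read from the data, passing the limit was not always enough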;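 also: myotubes were challenged with 10 µM simvastatin during compound exposure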
LGR2 antag = inhibitors of bursicon-induced Drosophila LGR2 receptor cAMP signaling | inhibition, % at 9.99 µM | 380,000 compounds, 0.35% hits | HEK293 LGR2, CRE-luciferase, bursicon-stimulated, 4 h;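 active = drop in luminescence signal, shown as inhibition above about 50% in the replicate tests, limit read from the data, passing the limit was not always enough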;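 also: agonist challenge used bursicon conditioned medium at about half maximal strength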
FN deposition inh = fibronectin deposition inhibition. inhibition, % at 12.6 µM. AID 743247. AH1F fibroblasts, Alexa488-fibronectin deposition fluorescence, overnight. 350,000 compounds, 0.086% hits;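 active = mean inhibition across replicates of 30% or more, regardless of how many single replicates reach that level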;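 also: positive control wells lacked labelled fibronectin entirely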
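Test system: AH1F fibroblast monolayer depositing Alexa488-labelled fibronectin into matrix. Input: 10000 cells per well. Technique: fluorescence, ex 485 nm, em 525 nm. Buffer or medium: DMEM plus 2% serum, read in PBS. Timing: 1 h cell adhesion before compound, then overnight fibronectin incubation. Compound: single dose, pinned. Read-out basis: inhibition from reduced deposited-fibronectin fluorescence.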
S100A4 MyoIIA = blocks human S100A4 binding to myosin IIA peptide. AID 652163. S100A4/TAMRA-MyoIIA peptide fluorescence polarization. 360,000 compounds, 0.14% hits. inhibition, % at 10.7 µM;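 active = mean inhibition of at least 70% across replicates, with every replicate also reaching that level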
Target sequence (P26447 whole entry, looked up): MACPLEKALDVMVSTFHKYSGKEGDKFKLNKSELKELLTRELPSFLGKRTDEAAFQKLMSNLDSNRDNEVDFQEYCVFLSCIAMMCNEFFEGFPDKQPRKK
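Test system: S100A4 monomer protein. Medium: HEPES buffer with Ca2+, pH 7.2. Reagent: fluorescent myosin IIA peptide, 5 nM. Compound dosing: single-point compound testing. Timing: 5 min between mix addition and reading. Benchmarks: DMSO neutral and TFP positive wells.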
Starred values were filed as active, the others as inactive; / = not tested or not shown; & = joins results of further samples; ! = repeats disagree. Not all compounds are listed (hit frequency here may not be typical).

SMILES	Casp6 inh	SIRT5 inh	esBAF inh	C2C12 statin	LGR2 antag	FN deposition inh	S100A4 MyoIIA
CCn1ncc(Br)c1C(=O)Nc1cc([N+](=O)[O-])ccc1C	1.0	-0.9	/	/	/	1.6	-27.4
O=S(=O)(NCc1ccco1)c1ccc(S(=O)(=O)N2CCCC2)cc1	-1.4	-3.9	3.5	-0.6	11.8	1.0	-2.4
O=C(c1cccs1)N1CCC(c2nc3c(nnn3Cc3c(Cl)cccc3Cl)c(=O)[nH]2)CC1	8.0	2.7	-4.8	-8.3	9.4	-6.2	6.0
O=C(COC(=O)c1ccc2[nH]c3c(c2c1)CCCC3)Nc1ccccc1	-3.4	-1.8	/	/	-22.1	-23.9	3.4
CCOc1ccc(C(CC(=O)O)NC(=O)C(c2ccccc2)c2ccccc2)cc1OC (stereo not drawn)	-0.1	-0.4	4.0	5.3	9.5	7.2	0.8
Cc1ccc(S(=O)(=O)C2C(=O)N(C)C3(C)CC2c2ccccc2O3)cc1C (stereo not drawn)	1.0	0.6	/	/	/	-2.6	4.4
COC(=O)Cn1c2ccc(F)cc2c2nc(C)sc21	/	/	4.6	8.9	/	5.5	/
CCCCCCCC(=O)Nc1cc(C(=O)NCc2ccc(C)cc2)ccc1N1CCC2(CC1)CC(c1cccc(Br)c1)=NO2	-1.1	/	-5.3	-33.4	-8.0	1.0	0.5
O=C1CC(=O)N(c2cccc(F)c2)N1	1.8	4.1	/	/	-10.9	-4.6	-2.5
COc1ccc(CN=C2NN=C(c3ccc(Cl)cc3)CS2)cc1	4.0	0.1	/	/	4.8	/	-3.7
CC1CCCN(C(=O)CSc2nnc(-c3ccc(O)cc3)o2)C1 (stereo not drawn)	3.1	2.7	8.3	26.5	-6.1	-4.9	-0.4
O=C(c1ccc(F)cc1)N1CCCCN2[C@H](CO)[C@@H](c3ccc(/C=C/c4ccccc4)cc3)[C@@H]2C1	1.0	5.1	-10.6	-19.3	23.5	/	-0.3
OC(c1ccccc1)(c1nc(-c2ccc(F)c(Cl)c2)cs1)C(F)(F)F (stereo not drawn)	0.6	-0.8	-17.2	-4.5	11.2	-6.8	-0.7
Cc1ccccc1N=CC1=C(O)c2ccccc2C1=O	-3.8	-1.0	/	/	100.9*	/	-1.9
COc1ccccc1S(=O)(=O)Cc1ccc(C(=O)N2CCN(c3cccc(Cl)c3)CC2)o1	/	/	-9.4	-17.0	/	-1.0	/
CC(C)NC(=O)NC(=O)COC(=O)c1cc[n+]([O-])cc1	-3.9	0.0	0.9	9.6	21.8	7.4	-6.8
CC(=O)Nc1ccc2c(c1)N(C(C)=O)c1ccccc1CC2	-1.1	-0.9	/	/	19.5	2.3	0.9
NS(=O)(=O)c1ccc(CCNC(=O)CSc2nc3ccsc3c(=O)n2C2CC2)cc1	0.6	-6.0	/	/	0.2	-6.7	4.2
C[C@@H]1CCCCO[C@@H](CN(C)C)[C@H](C)CN([C@@H](C)CO)C(=O)c2cc(NC(=O)Nc3ccccc3)ccc2O1	-3.1	3.6	-0.5	1.8	-16.4	/	1.9
COCCNC(=S)N(C)[C@H]1C[C@H]2c3cc(Oc4ccccc4C)ccc3CCN2C(=O)[C@H]1[C@H](C)O	0.6	0.2	-3.6	6.7	17.9	5.0	0.0
C#CCNC(=O)C1=C[C@@H](c2ccc(Br)cc2)[C@H](CCCO)[C@@H](OCC)O1	-1.0	-0.5	4.2	2.1	1.0	17.0	10.9
COCCn1c(Cc2ccccc2)nnc1SCC(=O)Nc1ccccc1	-5.2	3.2	/	/	5.6	/	9.6
COc1ccc(S(=O)(=O)N2CCCCC2)cc1N(C)S(=O)(=O)c1ccccc1	-0.6	3.0	-8.2	-5.0	7.8	-2.0	-1.5
COc1ccc(OCC(=O)N/N=C/c2ccsc2)cc1	/	/	5.0	4.3	7.6	-4.4	/
CO[C@@H]1CN(C)C(=O)c2cc(NS(=O)(=O)c3ccccc3)ccc2OC[C@H](C)N(C)C[C@H]1C	-2.6	-4.2	-2.1	-0.2	14.3	-3.7	2.2
C[C@@H]1CN([C@H](C)CO)C(=O)CCCn2cc(nn2)CO[C@H]1CN(C)S(=O)(=O)c1ccc(F)cc1	-0.1&-1.7&-2.0	22.8*!	2.3&-3.4&8.6	-22.2&-10.7&0.1	3.1&4.6	-13.4	-13.4&-2.8&6.4
CCN1CCN(CCNC(=O)c2ccc(CS(=O)c3ccc(Br)cc3)o2)CC1 (stereo not drawn)	-2.9	-1.0	-6.1	6.2	2.1	-2.6	5.5
N#C/C(=C\c1ccc(OCc2ccccc2)cc1)C(N)=O	1.0	-4.1	/	/	-59.0	-1.6	-1.0
COc1ccc(NC(=O)N(C)C[C@@H]2Oc3ccc(NC(=O)Nc4cccc5ccccc45)cc3C(=O)N([C@H](C)CO)C[C@@H]2C)cc1	-2.3	2.3	6.6	/	-4.5	/	12.2
COc1ccc(S(=O)(=O)N(C)C[C@H]2Oc3ccc(NC(=O)c4ccncc4)cc3CC(=O)N([C@@H](C)CO)C[C@@H]2C)cc1	0.2	-4.8	1.4	7.7	7.3	-9.1	6.0
COc1c(O)ccc(C2NC(=O)NC(C)=C2C(=O)Nc2ccccc2C)c1[N+](=O)[O-] (stereo not drawn)	14.1	14.2	/	/	7.0	/	-11.9
CCCCC(=O)NC(c1ccc(Cl)cc1)c1ccc2cccnc2c1O (stereo not drawn)	0.2	1.7	-59.6	-6.4	47.8	11.7	0.3
c1ccc(-c2oc3ncnc(NCCN4CCOCC4)c3c2-c2ccccc2)cc1	0.1	-0.5	-0.1	-84.6	-4.6	/	0.0
CN(C(=O)CN1C(=O)S/C(=C\c2ccccc2F)C1=O)C1CCS(=O)(=O)C1 (stereo not drawn)	4.0	-3.5	-4.4	6.4	9.2	4.6	-1.7
O=C(Cc1ccccc1)N1CC[C@@H]2[C@H](CO)Nc3ccc(C#Cc4cccc(F)c4)cc3[C@@H]21	/	/	2.9	-26.9	11.0	2.8	/
Cc1cc(C)cc(NC(=S)NC(=O)C2CC2)c1	1.4	0.1	/	/	-1.3	/	-0.1
C[C@@H](NC(=O)C[C@@H]1CC[C@@H](NC(=O)C2CC2)[C@H](CO)O1)c1ccccc1	1.2	-2.2	-1.0	-3.2	-10.9	1.5	-29.5
Cc1cccn2c(=O)nc(SCC(=O)NC3CCCC3)nc12	0.3	-4.1	2.8	-0.6	3.2	0.7	-2.8
N#CCCCCN1c2cccc3cccc(c23)S1(=O)=O	/	/	1.9	16.2	/	0.5	/
CCOc1ccc(Nc2nc(N)c([N+](=O)[O-])c(N3CCN(CC)CC3)n2)cc1	-2.2	2.2	-2.0	9.8	-22.8	8.8	0.3
CC1=NN(C(=O)c2ccccc2C)C(O)(c2ccc(Cl)cc2)C1 (stereo not drawn)	-1.2	-1.2	-1.9	21.0	0.8	2.5	1.4
COc1ccccc1-c1cnc2c(c1)C(=O)N([C@H](C)CO)C[C@@H](C)[C@@H](CN(C)Cc1cncnc1)O2	-0.3	-4.5	-4.5	-3.7	-17.2	/	5.9
O=C(C[C@H]1C[C@@H]2c3cc(NC(=O)CC4CC4)ccc3O[C@@H]2[C@@H](CO)O1)NCc1ccccc1F	0.8	-1.7	4.5	-1.3	-13.1	-0.6	-1.1
Cc1nc2c(-c3ccc(F)cc3)c(C)nn2c(C)c1CCC(=O)N1CCN(c2ccccc2)CC1	-0.1	11.6	-1.2	-4.7	-5.6	/	-5.6
C/C(CC(=O)Nc1cccc2c1CCCC2)=N\NC=O	-1.7	-4.1	/	/	-5.6	-31.8	-1.2
CC(C)c1cccc(-c2csc(C(O)c3ccccc3)n2)c1 (stereo not drawn)	2.5	-1.5	38.6	-26.8	-24.4	1.1	-2.8
CCOC(=O)C(=O)Nc1ccccc1C(=O)Nc1ccc(OC)cc1	1.4	-1.8	8.6	21.7	-14.1	/	-1.9
C[C@@H]1CN([C@@H](C)CO)C(=O)c2cc(NC(=O)c3ccncc3)ccc2O[C@@H](C)CCCCO[C@@H]1CN(C)Cc1ccc2c(c1)OCO2	/	/	-23.5	/	9.8	-4.5	/
O=C(C[C@@H]1CC[C@H](NS(=O)(=O)c2cccc(F)c2)[C@@H](CO)O1)N1CCCCC1	4.8	-2.9	3.1	-0.8	-3.8	-2.5	14.2
O=C(CSc1nnc(-c2cccnc2)n1-c1ccccc1)Nc1ccc2c(c1)OCO2	/	/	4.6	21.3	2.2	5.8	/
O=S(=O)(Nc1cccc(-c2ccc(N3CCCCCC3)nn2)c1)c1ccccc1F	-2.3	-2.5	/	/	-97.9	-3.2	7.1
CNC[C@H]1OCCCC[C@@H](C)Oc2ccc(NC(=O)CCC(F)(F)F)cc2C(=O)N([C@H](C)CO)C[C@H]1C	-1.9	-3.2	6.5	9.9	19.7	/	8.7
COc1cccc(S(=O)(=O)N[C@H]2CC[C@H](CCNC(=O)Nc3cc(F)ccc3F)O[C@@H]2CO)c1	-5.1	2.2	3.7	-8.8	7.1	-3.5	3.3
COc1ccc(-c2ccc3n(c2=O)C[C@@H]2[C@@H](CO)[C@H](C(=O)N4CCN(C)CC4)N[C@H]32)cc1	0.9	-49.5	1.4	-13.8	-4.8	/	1.7
C[C@@H]1CN([C@H](C)CO)C(=O)CCCn2nncc2CO[C@@H]1CN(C)C(=O)c1cc(-c2ccccc2)on1	4.3&0.1&1.1	-0.2&-5.3&-4.6	4.5&2.0&7.2	8.3&-8.5&0.1	6.9&8.5	15.9&19.9	0.0&-9.6&1.9
O=C(CNc1cccc(S(=O)(=O)N2CCOCC2)c1)N1CCc2ccccc21	0.9	-0.2	14.4	-2.4	-4.8	9.3	9.7
COC(=O)CSc1nnc(-c2cccnc2)n1-c1cc(OC)cc(OC)c1	/	/	-0.9	19.6	/	1.9	/
O=C(CNS(=O)(=O)c1ccccc1)OCC(=O)c1c[nH]c2ccccc12	2.4	1.4	-3.5	0.7	3.2	-4.5	6.2
Cc1sc2nc(C(C)C)nc(SCC(=O)N3CCN(C(=O)c4ccco4)CC3)c2c1C	/	/	5.0	38.2	/	9.8	/
CCCCN1C[C@H](CO)Oc2cccc(F)c2S1(=O)=O	-0.8	-3.0	-6.1	-0.9	25.0	-9.7	-4.2

An excerpt from above in order of heavy-atom count, low to high:
SMILES	Casp6 inh	SIRT5 inh	esBAF inh	C2C12 statin	LGR2 antag	FN deposition inh	S100A4 MyoIIA
O=C(C[C@@H]1CC[C@H](NS(=O)(=O)c2cccc(F)c2)[C@@H](CO)O1)N1CCCCC1	4.8	-2.9	3.1	-0.8	-3.8	-2.5	14.2
COc1ccc(-c2ccc3n(c2=O)C[C@@H]2[C@@H](CO)[C@H](C(=O)N4CCN(C)CC4)N[C@H]32)cc1	0.9	-49.5	1.4	-13.8	-4.8	/	1.7
O=C(C[C@H]1C[C@@H]2c3cc(NC(=O)CC4CC4)ccc3O[C@@H]2[C@@H](CO)O1)NCc1ccccc1F	0.8	-1.7	4.5	-1.3	-13.1	-0.6	-1.1

Next part.
SMILES	Casp6 inh	SIRT5 inh	esBAF inh	C2C12 statin	LGR2 antag	FN deposition inh	S100A4 MyoIIA
CCC(CC)C(=O)OCC(=O)C1(O)CCC2C3CCC4=CC(=O)CCC4(C)C3C(O)CC21C (stereo not drawn)	-1.5	3.3	10.4	9.3	13.0	-9.8	-1.8
COc1cccc(CNC(=O)CCC2CCCN(C(=O)c3cccc4c(C)c(C)[nH]c34)C2)c1 (stereo not drawn)	-2.4	-2.2	/	/	11.2	-18.5	1.1
Cc1n[nH]c(C)c1S(=O)(=O)N1CCCC(C(=O)Nc2nccs2)C1 (stereo not drawn)	/	/	-7.0	1.0	/	-2.0	/
Cc1ccc(S(=O)(=O)N(C)C[C@@H]2OCCCC[C@@H](C)Oc3ccc(NS(=O)(=O)c4ccc(F)cc4)cc3C(=O)N([C@H](C)CO)C[C@@H]2C)cc1	1.7	4.3	-1.2	2.0	-2.9	-4.8	-4.7
